UDG counterscr – counter-screen for AID inhibitors: uracil-DNA glycosylase inhibition; Potency, µM (series often up to 115 µM), inactives show at the highest dose activity change, negative = inhibition, actives largely listed as inhibitors; actives 0.14% (n = 91,000); FRET deamination/UDG coupled assay, UDG read, 4 h; also: nearly all actives have a fitted effect of over 65% in size
AID inh – activation induced cytidine deaminase inhibition | Q9GZX7 | AID deamination FRET fluorescence, UDG-coupled, 4 h | Potency, µM (top dose mostly 115 µM), for the others: top-dose activity change, negative = inhibition, most hits filed as inhibitors | actives 0.32% (n = 91,000) | AID 1347428; also: nearly all actives have a fitted effect of over 25% in size
Target sequence (Q9GZX7 whole entry, looked up): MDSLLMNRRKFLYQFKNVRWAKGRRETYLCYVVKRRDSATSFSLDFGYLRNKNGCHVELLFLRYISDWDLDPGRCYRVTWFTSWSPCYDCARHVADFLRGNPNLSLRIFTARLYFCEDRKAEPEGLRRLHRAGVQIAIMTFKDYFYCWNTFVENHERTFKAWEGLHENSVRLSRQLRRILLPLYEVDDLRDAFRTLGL
Active calls of the source: *; ? = inconclusive; [ ] = dose if it differs, or a comment. Calls follow the shape of the dose curve; as a rule, active = well fitted curve in the direction sought with a large enough effect; inconclusive = small, poorly fitted or top-dose-only effect, or another doubt; inactive = no such curve, though single readings can be large; an effect the other way counts as inactive or inconclusive. % is scaled to controls: 0 for no effect and ±100 for the full control effect; potency is read from the fitted curve at half-maximal effect. A portion of the library, so the mix of outcomes need not match the whole.

no.	Structure	UDG counterscr	AID inh
1	Cc1cccc(Nc2nnc(-c3ccc(C)c(S(=O)(=O)N4CCOCC4)c3)c3ccccc23)c1	-14%[57.5 µM]	-19%[57.5 µM]
2	Cc1ccc2nc(N(CCCN(C)C)C(=O)c3ccco3)sc2c1	-28%	?
3	CCOc1ccc(C(=O)N2CCN(Cc3cc(=O)n4nc(-c5cccc(OC)c5)sc4n3)CC2)cc1	?	183%
4	Cc1cc(C(=O)NC(C)c2ccc(F)cc2F)c2cnn(C(C)C)c2n1 (configuration not stated)	10%	-1%
5	COc1ccc2c(=O)c(-c3ccc(OC)c(OC)c3)c(C(F)(F)F)oc2c1	6%	0%
6	CC(C)(C)c1ccc(C(=O)Nc2cc(F)ccc2F)cc1	-9%	-8%
7	COCC(C)NC(=O)COCc1cc(-c2ccc3c(c2)OCO3)on1 (configuration not stated)	4%	-1%
8	Cc1ccc(NC(=O)C(C)C)cc1Cl	-6%	-2%
9	Cc1cncn1CCc1nc2c3ccccc3nc(SCC(=O)Nc3ccccc3F)n2n1	10%	-14%
10	COc1cccc(NC(=O)CN(C)CC(=O)N(C)C2(C#N)CCC(C)CC2)c1 (configuration not stated)	5%	-2%
11	Cc1ccc(-c2ccc(/C=C/C(=O)c3ccco3)o2)cc1	-7%	-8%
12	O=C(NCCc1ccccc1)c1cc(-c2ccc(Br)cc2)on1	9%[57.5 µM]	15%[57.5 µM]
13	O=S(=O)(c1ccc(F)cc1)N1CCC(Oc2cccc(C(F)(F)F)c2)CC1	6%[57.5 µM]	?
14	CC(Sc1n[nH]c(-c2cccs2)n1)C(=O)Nc1cc(C(F)(F)F)ccc1Cl (configuration not stated)	-15%	-19%
15	CCOc1ccc2nc(N3CCCC(C(=O)NCCCOC)C3)sc2c1 (configuration not stated)	16%	-8%
16	CCOc1ccc(NS(=O)(=O)c2ccc3[nH]cc(C(=O)NCc4ccccc4)c(=O)c3c2)cc1	-13%[57.5 µM]	12%
17	CSc1cccc(NC(=O)N2CCN(S(=O)(=O)c3ccc4c(ccn4C)c3)CC2)c1	0%	?
18	O=C(/C=C/c1ccccc1)c1ccccc1-n1cccn1	-10%	-11%
19	CC1=C(C(=O)N2CCOCC2)C(c2ccc(F)cc2F)NC(=O)N1Cc1ccccc1 (configuration not stated)	2%	5%
20	CCOc1ccccc1NC(=O)C1CCN(S(=O)(=O)c2ccc(Br)cc2)CC1	9%	3%
21	COc1ccccc1Oc1coc2cc(OCc3ccccc3C)ccc2c1=O	-5%	-13%
22	Cc1ccc2nc(NCc3ccc(F)cc3)c(-n3nc(C)cc3C)nc2c1	-7%	3%
23	O=C(CC1NCCNC1=O)Nc1cccc(F)c1 (configuration not stated)	8%	0%
24	COc1ccccc1Nc1c2c(nc3ccc(NC(=O)c4cccc(F)c4)cc13)CCCC2	?	?
25	Cc1cccc(NC(=O)c2c(NC(=O)c3ccco3)sc3c2CCC(C)C3)c1 (configuration not stated)	?	-14%
26	Cn1c(=O)c2c(nc(Nc3cc(Cl)ccc3Cl)n2CC(=O)O)n(C)c1=O	-5%	1%
27	O=C(O)/C(=C/C=C\c1ccccc1)NC(=O)c1ccc(Br)o1	-9%	-3%
28	COc1ccccc1C(=O)Nc1c(C(=O)Nc2ccccc2F)oc2ccccc12	1%	5%
29	O=C(c1cc(-c2ccc(Cl)cc2)on1)N(Cc1cccc(F)c1)Cc1ccco1	?	-28%
30	COc1ccc(Cn2c(=O)c3oc4ccccc4c3n(Cc3cccc(C)c3)c2=O)cc1	-7%[57.5 µM]	4%

Entries of single compounds, looked up by structure. Order of values: UDG counterscr | AID inh
Results for O=C(/C=C/c1ccccc1)c1ccccc1-n1cccn1 : -10% | -11%
Results for CC1=C(C(=O)N2CCOCC2)C(c2ccc(F)cc2F)NC(=O)N1Cc1ccccc1 (configuration not stated) : 2% | 5%
Results for COc1ccccc1C(=O)Nc1c(C(=O)Nc2ccccc2F)oc2ccccc12 : 1% | 5%

(cont.)
no.	Structure	UDG counterscr	AID inh
31	COc1ccc(-c2noc(-c3cccnc3N3CCN(c4ccc(OC)cc4)CC3)n2)cc1	-17%	?
32	Cc1ccc(NC(=O)CN2CCN(C(=O)CCNS(=O)(=O)c3ccc4ccccc4c3)CC2)cc1	1%	-8%
33	COCCn1cnnc1SCC(=O)c1c[nH]c2ccccc12	10%	7%
34	Cc1ccc(Nc2cc(C)nc3c(C)c(C)cc([N+](=O)[O-])c23)cc1	0%	-9%
35	O=C(NCc1cccnc1)c1ccc(CN2C(=O)CCn3nccc32)cc1	12%	-8%
36	Cc1cccc(NS(=O)(=O)c2ccc(-n3cccn3)cc2)c1C	-12%	6%
37	Cc1cccc(NC(=O)c2oc3ccccc3c2NC(=O)c2cc(=O)c3cc(C)ccc3o2)c1	-4%	1%
38	CCOc1ccc(NC(=O)Cn2c(=O)cc(C)c3c(C)nn(-c4ccc(CC)cc4)c32)cc1	-2%	2%
39	O=C(COc1ncnc2c(Cl)cc(Cl)cc12)NCc1ccccc1Cl	5%	7%
40	COc1ccc2[nH]c(=O)c(CN(C(=O)c3cccc(Cl)c3)c3cccc(C)c3)cc2c1	-9%	9%
41	Cc1ccc(S(=O)(=O)c2nc(S(C)(=O)=O)sc2NCc2ccccc2)cc1	-2%	-5%
42	COc1ccc(Cl)cc1C(=O)N(C1CCCCC1)C1CCCCC1	-10%	-14%
43	CCC(C)(NC(=O)CNC(=O)c1ccccc1)C(=O)NC1CCCC1 (configuration not stated)	-3%	-1%
44	CCOC(=O)c1cc(NC(=O)/C=C/C(=O)O)cc(C(=O)OCC)c1	-3%	-2%
45	O=C(O)C1(c2ccc(Cl)cc2)CCCC1	1%	3%
46	Cc1c(-c2nnc(SCC(=O)Nc3ccc(Cl)cc3)o2)nnn1-c1ccc(F)cc1	-5%	26%
47	O=C(CCc1nnc2ccc(N3CCOCC3)nn12)NCC1CCN(Cc2ccc(F)cc2)CC1	3%	5%
48	O=C(CSc1nc(=O)n(Cc2ccncc2)c2c1CCC2)N1CCCCCC1	0%	-10%
49	O=c1oc2ccccc2cc1-c1cn2cc(Cc3cc(Cl)ccc3Cl)sc2n1	-7%	-1%
50	CCCNc1c(NS(=O)(=O)c2ccc(Br)cc2)c(=O)oc2ccccc12	5%	-8%
51	CCOC(=O)c1cc(NC(=O)c2ccc(C)cc2)c(=O)n2c1oc1ccccc12	-13%	30%[activator]
52	O=C(NCCCN1CCCCC1)c1ccc2c(c1)sc1nc(-c3ccc(F)cc3)cn12	-5%	?
53	CC(=O)c1c(C)[nH]c(C(=O)C(C)OC(=O)c2ccccc2)c1C (configuration not stated)	2%	2%
54	c1ccc2c(c1)Cc1cc(-n3cccc3)ccc1-2	-12%	-3%
55	CCOc1ccc(C(C)C)cc1S(=O)(=O)Nc1cccc(-c2ccc(N3CCOCC3)nn2)c1	5%	-5%
56	O=C(COc1ccc(F)cc1Cl)Nc1ncn[nH]1	8%	3%
57	CC(C(=O)NCC1CCCCC1)n1cnc2c1c(=O)n(C)c(=O)n2C (configuration not stated)	-8%	1%
58	O=C(c1ccc(Cl)cc1)N1CCN(c2ccc([N+](=O)[O-])c3ncccc23)CC1	-4%	-19%
59	COc1ccc(O)c(C(=O)OCc2nc(N)c3ccccc3n2)c1	2%	7%
60	CC1=C(C(=O)Nc2ccccc2)C(c2cccs2)n2nc(-c3ccccc3)nc2N1 (configuration not stated)	-6%	-4%

Three entries out of the list above, arranged by their value in AID inh, largest number first:
cpd	compound	AID inh
53	CC(=O)c1c(C)[nH]c(C(=O)C(C)OC(=O)c2ccccc2)c1C (configuration not stated)	2%
54	c1ccc2c(c1)Cc1cc(-n3cccc3)ccc1-2	-3%
60	CC1=C(C(=O)Nc2ccccc2)C(c2cccs2)n2nc(-c3ccccc3)nc2N1 (configuration not stated)	-4%

Additional records.
no.	Structure	UDG counterscr	AID inh
61	Cc1ccc(CNC(=O)CCCCn2c(=O)c3ccccc3n(Cc3ccc(C)cc3)c2=O)cc1	-4%	-6%
62	C/C(=C\c1ccc(C(=O)O)cc1)c1ccc2c(c1)C(C)(C)CCC2(C)C	6%	?
63	CC(C)c1nc2ccc(C(=O)NC(C)c3ccccc3)cc2o1 (configuration not stated)	4%	8%
64	CONC(=O)c1ccc(C(F)(F)F)nc1C	-8%	17%
65	c1ccc(-n2ncc3c(Oc4cccnc4)ncnc32)cc1	-3%	6%
66	Cc1nc2cc(NC(C)C(=O)Nc3ccc(C(C)(C)C)cc3)ccc2o1 (configuration not stated)	-3%	-4%
67	FC(F)(F)c1cccc(Nc2nc3nonc3nc2Nc2ccc(Cl)cc2)c1	-14%	?
68	S=C(NCCSc1ccc(Cl)cc1)Nc1ccccc1	-15%	-22%
69	COc1ccc(NC(=O)CCS(=O)(=O)c2ccc3c(c2)n(C)c(=O)c(=O)n3C)cc1Cl	-4%	11%
70	C=CCNC(=O)NC(=O)CN(CC)c1cc(C)ccc1C	-5%	-6%
71	CSc1cccc(NC(=O)c2cc(Br)ccc2Cl)c1	-13%	-6%
72	CCN(CC)S(=O)(=O)c1ccc2c(c1)N(CC(=O)N1CCN(c3cc(Cl)ccc3C)CC1)C(=O)CO2	-3%	4%
73	COc1ccccc1N1CCN(C(=O)c2ccc3c(c2)N(Cc2cc(C)ccc2C)C(=O)c2ccccc2S3(=O)=O)CC1	-10%	-7%
74	CN(CCO)C(=O)COc1cc(O)c2c(=O)cc(-c3ccccc3)oc2c1	32%[activator]	-12%
75	Fc1ccc(-c2nc(Nc3cccc(C(F)(F)F)c3)nc3c2COc2ccccc2-3)cc1	-17%	-28%
76	COc1ccc(Cl)cc1NC(=O)CN1C(=O)COc2ccc(S(=O)(=O)NC3CCCC3)cc21	-4%[57.5 µM]	-15%
77	Brc1ccc(-c2cn3cc(Cc4ccccc4)sc3n2)cc1	-6%	6%
78	COC(=O)[C@H](CC(C)C)NC(=O)Nc1ccc(OC)c(Cl)c1	1%	-1%
79	CC(NC(=O)c1cccs1)c1ccc2c(c1)NC(=O)CO2 (configuration not stated)	7%	4%
80	Cc1ccc(C)c(N2CCN(C(=O)C3CCN(c4nc5ccc(C)cc5[nH]4)CC3)CC2)c1	24%	-12%
81	COc1ccc(NC(=O)c2c(-n3cnnn3)sc(C)c2C)cc1Cl	-6%	-2%
82	C[C@@H](O)[C@H](Nc1ncnc2sc3c(c12)CCCC3)C(=O)O	0%	-12%
83	COC(=O)c1cc(NC(=O)c2ccc3c(c2)NC(=O)c2ccccc2S3)cc(C(=O)OC)c1	-7%	9%
84	CC(C)OC(=O)c1cc(-c2ccccc2)nc2ccccc12	4%	-11%
85	O=C(Nc1c(C(=O)N2CCN(c3ccc(F)cc3)CC2)oc2ccccc12)c1c(F)cccc1F	-5%	-18%
86	CCCNC(=O)c1cnc2c(-c3ccc(OCC)c(OCC)c3)c(C)nn2c1-c1ccccc1	?	-2%
87	CCc1ccc(OCc2nnc(SCc3ccc(F)cc3Cl)n2CC(C)C)cc1	-12%	-29%
88	CCN(CC)c1ccc(C=Nc2c(C)cc(C)cc2C)cc1	-4%	10%
89	Cc1ccc(C(=O)Nc2cccc(-c3nc4cccnc4s3)c2C)cc1	1%	-1%
90	O=C(NCc1ccc(F)cc1)c1cc(-c2ccc(Cl)cc2)n[nH]1	-18%	-16%
91	O=S(=O)(c1ccccc1)N1N=C(c2ccc(Cl)cc2)CC1c1ccc2nccnc2c1 (configuration not stated)	0%	-15%
92	CC(C)NC(=O)C1CCN(Cc2nc(-c3ccccc3)no2)CC1	-1%	-6%
93	Cc1ccc(S(=O)(=O)N(CC(=O)Nc2c(C)cccc2C)c2cccc(Cl)c2)cc1	-9%	-7%
94	CCc1nn2c(=O)cc(CN(CC)CC)nc2s1	4%	14%
95	O=S(=O)(c1ccccc1F)N1CCC(Oc2ccc(-n3cnnn3)cc2)CC1	0%[57.5 µM]	-28%
96	NC(=O)C(Sc1ccc2ccccc2c1)c1ccccc1 (configuration not stated)	1%	5%
97	Cc1oc2ncn(CC(C)C)c(=O)c2c1C(=O)Nc1cc(F)ccc1F	-20%	9%
98	CCC(C)N(C(=S)Nc1cccc(Cl)c1)C1CCN(C(C)=O)CC1 (configuration not stated)	-2%	8%
99	COc1ccc(Cl)cc1C(=O)NCc1nc(-c2cccc(C)c2)no1	-12%[57.5 µM]	-1%[57.5 µM]
100	CC1CCN(c2csc3ccc(F)cc3c2=O)CC1	6%	14%
101	CC(C)c1ccc(NC(=O)CC2NCCNC2=O)cc1 (configuration not stated)	5%	-3%
102	CCc1ccccc1N(C)S(=O)(=O)c1ccc2c(c1)C(C)(C)C(=O)N2C	4%	?
103	Cc1ccccc1OCC(=O)Nc1ccccc1C(=O)OCc1cc(=O)n2c(C)csc2n1	3%	107%[activator]
104	C/C(=C/C(=O)C(F)(F)F)N1CCN(Cc2ccccc2)CC1	1%	-3%
105	Cc1nn(CCC(=O)N2CCN(c3ccccc3)CC2)c(C)c1S(=O)(=O)N1CCCC1	3%	-1%
106	CCCOc1ccc(C(=O)Nc2nc(-c3ccc(OC)cc3)c(C)s2)cc1OC	-6%	-3%
107	O=C(O)CCC(NC(=O)C12CC3CC(CC(C3)C1)C2)C(=O)O (configuration not stated)	6%	4%
108	COc1cccc(/C=C/C(=O)OCc2ccc(C#N)cc2)c1OC	-6%	-8%
109	N#C/C(=C\c1ccccc1O)C(=O)Nc1cccc(C(F)(F)F)c1	-3%	-3%
110	Cc1c(NC(=O)C(C)OC(=O)c2ccc(F)cc2)c(=O)n(-c2ccccc2)n1C (configuration not stated)	-8%	-2%
111	O=C(CCOc1ccccc1)N(Cc1cccnc1)c1nc2ccc(Cl)cc2s1	0%	19%
112	CCCC(=O)Nc1nn2c(CC(C)C)nnc2s1	8%	19%
113	COc1ccc(S(=O)(=O)N(Cc2cc3ccccc3[nH]c2=O)C(C)C)cc1	-1%	-10%

Source: PubChem
